Source: PubChem (University of Kansas High Throughput Screening Laboratory)
mHTT-CaM PPI inh = mutant huntingtin-calmodulin interaction inhibitors – biochemical, AlphaScreen, primary screen; P42858; AlphaScreen His-mHTT/GST-CaM binding, luminescence; inhibition, % at 15 µM; 190,000 compounds, 3.6% hits; AID 1671202, 2021;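 also: 0% = both proteins with DMSO and 100% = one protein alone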
Pf apPOL inh = Pf-apPOL inhibitors, biochemical, fluorescence; Plasmodium falciparum apicoplast DNA polymerase (apPOL); inhibition, % at 10 µM; AID 1794808, 2022; 210,000 compounds, 0.25% hits; Recombinant Pf-apPOL, molecular beacon fluorescence, 1.5 h
Active calls of the source: *; x = no result given. Rule as the data show it: active = inhibition above about 50%; inactive = the rest. This is a subset; the hit share may differ from the screen's.

Order of results: Pf apPOL inh	mHTT-CaM PPI inh
1. CC(=O)n1cc(C2C(=O)NC(=O)NC2=O)c2ccccc21
→ -2.3	1.6
2. COc1cc(-n2c(SC)nc3ccccc3c2=O)c(OC)cc1Cl
→ -5.7	x
3. CC(N)Cc1c[nH]c2ccc(O)cc12 (centres undefined)
→ 7.1	x
4. CC1(C)C(O)CC(O)C2(C)C1CC(O)C1(C)C2CCC2(C)C(c3ccoc3)CC3OC321 (centres undefined)
→ -17.0	x
5. CCNC1(c2cccs2)CCCCC1
→ x	-2.0
6. O=c1cccc2n1CC1CC2CN(Cc2cccc(F)c2)C1 (centres undefined)
→ 1.7	-1.7
7. CNCCn1ccc2ccccc21
→ -17.4	6.0
8. COc1ccc(CNCCc2ccccc2)cc1C
→ 2.0	-7.4
9. Cc1ccc(S(=O)(=O)OCC23CCC(=O)C=C2CCC2C4CCC(=O)C4(C)CCC23)cc1 (centres undefined)
→ 14.2	x
10. CNC(=O)ON=C(C)C=Cc1ccccc1
→ -17.3	x
11. O=C(c1cc(-c2ccco2)on1)N1CC2CC(C1)c1cccc(=O)n1C2 (centres undefined)
→ -1.3	-0.9
12. COc1ccc(NC(=O)N2CCC3(C2)C(=O)N(C)c2ccc(OC)cc23)c(OC)c1 (centres undefined)
→ 7.2	2.7
13. O=c1c2ccccc2nc(-c2ccccc2)n1-c1ccccc1O
→ 0.2	-4.6

Four entries from above, field by field:
1. CC(=O)n1cc(C2C(=O)NC(=O)NC2=O)c2ccccc21
  Pf apPOL inh: -2.3
  mHTT-CaM PPI inh: 1.6

2. COc1cc(-n2c(SC)nc3ccccc3c2=O)c(OC)cc1Cl
  Pf apPOL inh: -5.7
  mHTT-CaM PPI inh: x

3. CC(N)Cc1c[nH]c2ccc(O)cc12 (centres undefined)
  Pf apPOL inh: 7.1
  mHTT-CaM PPI inh: x

4. CC1(C)C(O)CC(O)C2(C)C1CC(O)C1(C)C2CCC2(C)C(c3ccoc3)CC3OC321 (centres undefined)
  Pf apPOL inh: -17.0
  mHTT-CaM PPI inh: x
